AddAB inh: less growth of phage-infected E. coli with AddAB | E. coli expressing H. pylori AddAB, absorbance growth | inhibition, % at 11.9 µM | 330,000 compounds, 0.29% hits | AID 435030; in the data active means inhibition above about 12%;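 further: 0% = vehicle wells of infected cells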
Pemphigus Ab inh: inhibitors of pemphigus antibody binding to human desmoglein-3 | AID 588358 | DSG3-coupled beads, scFv-anti-DSG3-GFP binding, flow cytometry; hits give low values | binding (percent of control), % at 10 µM | 310,000 compounds, 0.48% hits;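 active means binding more than 3 SD below its plate's average and above zero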;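 further: hits lower antibody fragment binding to DSG3; some compounds called inactive have numbers as strong as hits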
Target sequence (P32926 whole entry, looked up, the tested form may be a part): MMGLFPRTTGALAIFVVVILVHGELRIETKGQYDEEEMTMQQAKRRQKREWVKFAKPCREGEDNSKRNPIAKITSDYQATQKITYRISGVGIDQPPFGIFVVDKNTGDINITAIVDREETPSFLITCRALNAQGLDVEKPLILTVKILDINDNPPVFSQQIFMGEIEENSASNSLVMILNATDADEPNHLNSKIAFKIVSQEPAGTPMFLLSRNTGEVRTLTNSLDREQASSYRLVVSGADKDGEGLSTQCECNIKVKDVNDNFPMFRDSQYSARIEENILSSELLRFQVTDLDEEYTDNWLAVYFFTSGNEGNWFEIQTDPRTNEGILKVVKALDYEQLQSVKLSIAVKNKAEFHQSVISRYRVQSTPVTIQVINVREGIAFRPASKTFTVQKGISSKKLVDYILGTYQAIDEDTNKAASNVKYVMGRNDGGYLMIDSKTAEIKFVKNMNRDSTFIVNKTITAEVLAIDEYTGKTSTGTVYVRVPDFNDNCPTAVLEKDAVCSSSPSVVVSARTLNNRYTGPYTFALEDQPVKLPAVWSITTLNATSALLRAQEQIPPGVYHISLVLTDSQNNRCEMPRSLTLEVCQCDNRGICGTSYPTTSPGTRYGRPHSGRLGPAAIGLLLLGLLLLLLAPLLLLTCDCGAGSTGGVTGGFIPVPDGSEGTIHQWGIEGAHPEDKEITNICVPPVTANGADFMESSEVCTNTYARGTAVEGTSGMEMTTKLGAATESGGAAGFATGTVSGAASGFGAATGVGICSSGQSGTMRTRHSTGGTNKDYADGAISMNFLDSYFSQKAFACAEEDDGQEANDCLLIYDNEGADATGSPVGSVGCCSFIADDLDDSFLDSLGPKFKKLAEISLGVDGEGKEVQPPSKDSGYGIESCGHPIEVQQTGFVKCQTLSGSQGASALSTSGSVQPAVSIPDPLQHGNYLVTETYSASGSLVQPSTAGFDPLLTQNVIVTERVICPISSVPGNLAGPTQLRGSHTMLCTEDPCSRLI
PfHsp90 yeast 2: reduces growth (ATP signal) of yeast expressing P. falciparum Hsp90; S. cerevisiae expressing PfHsp90, BacTiter-Glo ATP, 48 h; yeast lacking PDR1 and PDR3 efflux regulators; inhibition, % at 9.4 µM; 310,000 compounds, 0.32% hits;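 active means every replicate shows inhibition above about 80%, whatever the replicate mean, limit read from the data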;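 further: 0% = DMSO neutral controls and 100% = 20 µM radicicol positive controls; yeast relying on Plasmodium falciparum Hsp90 in place of its own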
phage Ecoli inh: E. coli growth loss with phage present | growth absorbance | inhibition, % at 11.9 µM | 360,000 compounds, 0.26% hits | AID 651602; in the data active means inhibition above about 11%
OPRM1-OPRD1 inv: mu-delta opioid heterodimer inverse agonism; 340,000 compounds, 0.21% hits; P35372+P41143; inhibition, % at 9.3 µM; AID 504357; cell-based MOR-DOR heterodimer luminescence; in the data active means inhibition above about 22%, passing the limit was not always enough;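 further: 0% = cells with DMSO and 100% = wells without cells with DMSO; values of inactives mirror those of a sister screen read the other way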
HTR5A inv ag: inverse agonist of human HTR5A in OPRM1-OPRD1 counter-screen; P47898; HTR5A cell line, luminescence, inverse agonism; inhibition, % at 9.3 µM; 340,000 compounds, 0.083% hits; AID 504634; in the data active means inhibition mostly above about 23%, no sharp cut-off; inactive means mostly below about 18%;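 further: 0% = cells with DMSO and 100% = no-cell wells with DMSO; some compounds called inactive have numbers as strong as hits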
HTR5A ag ctr: HTR5A agonism, opioid heterodimer counter-screen | P47898 | HTR5A agonist assay, luminescence, cell-based | activation, % at 9.3 µM | 340,000 compounds, 0.61% hits; in the data active means activation mostly above about 9.5%, no sharp cut-off; inactive means mostly below about 7.6%;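 further: 0% = cells with vehicle only and 100% = reference agonist; strong numbers were not always called active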
MOR-DOR ag: OPRM1-OPRD1 heterodimerization agonism | activation, % at 9.3 µM | P35372+P41143 | cells, luminescence | AID 504326 | 340,000 compounds, 0.3% hits; in the data active means activation above about 18%;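 further: 0% = vehicle-treated cells and 100% = reference agonist; values of inactives mirror those of a sister screen read the other way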
PKA-R1A act: activators of PKA-R1A complex; activation, % at 11.4 µM; PKA-R1A dissociation, Cy5-IP20 fluorescence polarization; scaled: DMSO 0%, 113 µM cGMP 100%; 340,000 compounds, 0.083% hits; P00514+P68181;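 active means percent activation above the mean of all tested compounds plus 3 SD, cut at about 19% in these data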;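 further: higher means more PKAc released from R1A so a rise in polarization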
SUMO Mot1 rescue: SUMOylation pathway inhibition by Mot1-301 growth rescue. 320,000 compounds, 1% hits. S. cerevisiae Mot1-301 growth rescue, ATP luminescence, 38.5C; percent above DMSO median, 100 means doubled. AID 2716. growth rescue, % at 18.8 µM;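 active means every valid replicate shows activation above 250% relative to neutral control wells; inactive means the rest, any valid replicate at or below 250%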;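 further: OY570 slx delta 5 strain wells were the positive control but not used for scaling; some compounds called inactive have numbers as strong as hits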
E coli growth: counter-screen for AddAB inhibitors: E. coli growth inhibition | AID 449728 | inhibition, % at 11.9 µM | E. coli V3065 growth, OD600 absorbance, 18 h | 330,000 compounds, 0.27% hits;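 active means inhibition above the campaign's mean inhibition across all tested compounds plus 3 SD, cut at about 9.9% in these data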;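 further: uninfected addAB+ strain grown without phage in ampicillin broth; 0% = DMSO wells and 100% = ciprofloxacin 0.95 µg/ml wells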
An asterisk follows results filed as active; . = no result given.

SMILES	AddAB inh	Pemphigus Ab inh	PfHsp90 yeast 2	phage Ecoli inh	OPRM1-OPRD1 inv	HTR5A inv ag	HTR5A ag ctr	MOR-DOR ag	PKA-R1A act	SUMO Mot1 rescue	E coli growth
CCOc1ncccc1C(=O)Nc1ccc(C)cn1	.	109	0	0.3	6	2	-1	-1.2	-2	7	.
O=C(CN1C(=O)C2CCCCN2C(=O)c2ccccc21)Nc1ccc(F)cc1 (stereo not given)	1.0	101	3	3.7	6	-5	-3	-1.1	0	.	-0.9
CN(C)C(=O)CSc1ccc(S(=O)(=O)N2CCCC2)cn1	.	96	-5	-0.4	0	-7	2	0.0	5	.	.
CC(=O)Nc1ccc(C(=O)OCC(=O)NC(=O)NC(C)(C)C)cc1	-0.1	101	14	-0.5	2	-16	3	-0.3	-2	131	-0.9
COc1ccc2[nH]c(C(=O)N3CCN(c4ccccc4F)CC3)c(C)c2c1	2.2	98	-61	1.7	-7	-14	4	1.4	-4	2	-1.0
C=CCn1c(SCC(=O)Nc2cccnc2Cl)nnc1-c1ccc(Cl)cc1	3.0	88	-24	2.3	10	17	2	-2.0	-9	-31	0.3
O=C(NCc1cccs1)c1ccc2c(c1)ncn2C1CCCC1	0.9	98	23	1.2	19	-3	4	-3.3	-10	7	-2.5
NS(=O)(=O)c1cccc(NC(=O)COC(=O)Cc2n[nH]c(=O)c3ccccc23)c1	3.8	100	-10	-2.8	15	19	3	-3.8	-10	-10	1.9
CC(=O)Oc1ccc(C(=O)OCC(=O)c2c(N)n(C)c(=O)n(C)c2=O)cc1OC(C)=O	-1.8	.	3	0.6	3	13	-5	-0.7	0	-17	-2.0
Cc1cccc(NC(=S)N2CCN(S(C)(=O)=O)CC2)c1	-0.3	.	-4	0.6	11	-1	-4	-2.2	8	-7	0.5
COc1ccc(CCNC(=O)c2n[nH]c(=O)c3ccccc23)cc1	2.0	103	-20	-0.9	2	6	6	-0.4	3	4	-1.7
COc1cc(NS(=O)(=O)c2c(C)oc3c(F)c(F)c(F)c(F)c23)cc(OC)c1OC	2.0	108	-25	1.4	1	27	-2	-0.1	-7	145	-1.7
CS(=O)(=O)N(CC(=O)NCCSCc1cccc(Cl)c1)c1ccc(F)cc1	0.7	120	-9	2.2	-8	-16	4	1.7	5	22	-0.9
Cn1c(CCNC(=O)c2cccs2)nnc1SCC(=O)N1CCN(c2ccccc2)CC1	1.0	99	-17	4.1	13	11	2	-2.3	2	52	0.2
COc1ccc(S(=O)(=O)N2CCCC2=O)cc1N(C)S(C)(=O)=O	.	102	6	0.8	19	3	-1	-4.0	-1	-20	.
Cc1ccc(CS(=O)(=O)c2ncc(Cl)c(C(=O)Nc3nnc(C)s3)n2)cc1	2.9	133	8	4.1	-73	-10	3	15	-10	.	-1.4
COc1ccc(-c2nc3c(=O)n(C)c(=O)[nH]c3n2CCc2ccccc2)cc1	3.2	111	3	.	13	-9	1	-3.1	-8	142	0.0
COc1ccc(N2C(=O)CCC(C(=O)Nc3ccccn3)C2c2ccc(OC)c(OC)c2)cc1 (stereo not given)	3.8	100	5	0.8	8	-17	0	-1.3	-1	.	1.3
COc1cc(C(=O)OCCN2CCOCC2)cc(OC)c1OC	0.8	101	-9	2.5	11	-17	7	-2.0	-1	7	0.4
Cc1cc(-c2ccc(C)c(S(=O)(=O)Nc3cccc(CN4CCCC4)c3)c2)on1	-0.9	108	13	-0.6	11	11	-3	-2.1	-4	27	2.1
CCCCOC(=O)Cn1c(=O)n(CC(=O)OCCCC)c2cc(C)ccc21	3.5	110	12	-0.3	-31	7	-2	7.3	3	95	-0.5
CN(CC(=O)Nc1cccc(S(=O)(=O)NC2=NCCC2)c1)Cc1ccccc1Cl	0.2	.	6	6.4	8	10	-4	-1.8	2	-5	-1.2
Cc1cc(NC(=O)C(C)SCC(=O)OC(C)C(=O)Nc2cccc(C#N)c2)no1 (stereo not given)	-1.0	104	-20	3.2	-5	10	-3	0.7	1	21	-0.8
CC(NC(=O)Nc1ccc(F)cc1)c1ccc2c(c1)OCO2 (stereo not given)	-0.7	114	-13	0.2	8	14	-6	-1.9	5	5	1.4
Cc1cc(C)n(Cc2cccc(F)c2)c(=O)c1C#N	1.5	101	-2	.	8	-8	5	-1.4	10	-18	0.7
CCCS(=O)(=O)c1nc(S(=O)(=O)c2ccc(C)cc2)c(NCc2ccc3c(c2)OCO3)s1	-2.6	.	21	0.9	5	-13	1	-0.9	4	11	-2.1
O=C(CSC1=Nc2ccccc2C2=NC(CC(=O)NC3CCCCC3)C(=O)N12)NCc1ccco1 (stereo not given)	2.2	107	.	-0.6	15	-2	1	-2.6	0	54	-1.5
CN1CCN(C2OC(=O)c3ccccc32)CC1 (stereo not given)	1.2	92	.	2.5	14	-14	5	-2.8	4	-6	-0.8
O=C(CSc1nc2ccccc2n1Cc1ccc(Cl)cc1)N/N=C/c1ccccc1C(=O)O	0.3	96	2	2.4	-1	6	1	0.3	4	3	-1.1
O=C(Nc1ccc(Nc2ccccc2)cc1)c1cccc(F)c1	4.6	96	-2	4.6	-19	-3	1	4.1	-2	300	0.0
COc1ccc(S(=O)(=O)NC2CC(=O)N(c3ccc(C)c(C)c3)C2)cc1C (stereo not given)	4.7	103	.	2.8	-22	14	-5	3.5	3	-3	1.2
O=C(NCCc1ccccc1)c1ccnc(/C=N/O)c1	0.6	108	-7	2.4	8	3	8	-1.3	3	0	0.2
Cc1ccc2nc3c(cc(C(=O)NCCc4ccccc4)c(=N)n3CCN3CCOCC3)c(=O)n2c1	0.0	101	1	.	13	-8	3	-2.4	6	-3	1.3
CCOc1cnc(-c2c(-c3c(Cl)cccc3Cl)noc2C)o1	0.6	107	14	4.2	-11	9	1	2.2	3	-8	0.6
CSc1nc2n(n1)C(c1cc(Br)ccc1F)C(C(=O)N(C)C)=C(C)N2 (stereo not given)	-0.1	106	.	-0.3	6	6	-4	-1.4	5	-6	1.6
Nc1cccc(S(=O)(=O)Nc2ccc(Br)cc2)c1	1.3	103	-13	1.1	-13	7	-3	2.6	-1	70	0.3
O=C(C[C@H]1C/C=C\CCC(=O)OC[C@H]2CCCN2C1=O)NCCO	2.7	99	-13	3.8	2	13	1	-0.3	-3	-10	1.1
CCCC/C(C)=N\NC(=O)CNS(=O)(=O)c1ccc([N+](=O)[O-])cc1	2.4	108	1	2.3	-22	-14	0	3.7	-6	7	-2.3
COc1ccc(N(Cc2ccccc2)S(=O)(=O)c2cccc(C(=O)NCC3CCCO3)c2)cc1 (stereo not given)	.	109	16	1.4	-11	2	-2	1.6	2	.	.
CC1=NN(C(=O)c2ccc(Cn3cc(Br)c([N+](=O)[O-])n3)o2)C(O)(C(F)(F)F)C1 (stereo not given)	18*	101	19	9.1	-3	2	-1	0.5	-8	-7	7.8
C/C(=N\NC(=O)C1(C)CC1(Br)Br)c1ccc(C)cc1C (stereo not given)	1.4	116	6	4.5	5	-4	-2	-1.5	-3	9	3.2
CCOc1ccccc1CNn1cnnc1	1.0	110	18	0.8	22	-1	6	-4.5	-1	0	-0.2
CN(C)C=NC(=O)c1cc(C(=O)c2ccc(F)cc2)c[nH]1	0.0	111	-12	3.5	-15	-8	0	2.8	1	.	-2.4
COCc1cc(C)nc(OCC(=O)N/N=C/c2ccc(OC)c(OC)c2)c1C#N	1.6	101	-11	3.2	2	1	0	-0.3	0	-10	-0.4
Cc1ccc(C)c(NC(=S)NC(NC(=O)Cc2cccc3ccccc23)C(Cl)(Cl)Cl)c1 (stereo not given)	-0.1	98	-10	0.4	-156	9	3	27*	1	-3	-0.4
COC(=O)c1ccc(COc2ccccc2/C=C(\C#N)C(=O)Nc2c(C)cccc2C)cc1	-0.5	94	38	4.5	-12	-18	2	1.8	10	-16	1.5
C=CCn1c(SCc2nc3ccccc3c(=O)[nH]2)nc2ccccc2c1=O	1.5	101	7	4.8	6	3	-2	-1.0	-11	2	1.7
Cc1cc(O)c(C(C)C)cc1NC(=O)c1ccc(Cl)cc1	2.9	106	15	2.5	-1	-1	0	0.2	4	-5	0.6
N#CNC(=Nc1cccc(C(F)(F)F)c1)SCc1ccc(C(=O)O)cc1	2.8	93	-32	0.5	9	26	4	-1.7	-6	-12	0.3
COc1ccc(N2CCN(C(=O)CSc3nnc4c(C)cc5c(C)cc(C)cc5n34)CC2)cc1	96*	.	-15	1.4	4	-3	2	-0.8	2	.	94*
CCCCC(CC)CNC(=O)C1CC=CCC1C(=O)O (stereo not given)	2.9	100	0	3.5	20	-12	0	-3.9	3	28	-0.7
O=C(Nc1cccc(NC(=O)c2cccnc2)c1)c1cccnc1	1.3	103	9	.	-1	11	-5	0.2	-2	-17	-0.9
COc1ccc(C(C(=O)Nc2ccc3c(c2)OCO3)N(C)C(=O)Cc2c[nH]c3ccccc23)cc1 (stereo not given)	-1.0	98	-91	5.5	-11	4	0	2.1	3	-3	0.4
COc1ccc(-c2cnnn2-c2ccc(NC(=O)c3ccc(S(=O)(=O)N4CCCCC4)cc3)cc2)cc1	1.8	85	-3	2.3	13	9	7	-2.6	-4	-2	0.7
COCCN(C(=O)COC(=O)c1ccco1)c1c(N)n(Cc2ccccc2)c(=O)[nH]c1=O	1.4	96	.	1.0	15	2	6	-2.8	2	-6	2.8
Cc1ccccc1N1C(=O)CC(Nc2ccc3c(c2)OCO3)C1=O (stereo not given)	2.2	99	6	5.0	19	10	-4	-3.7	-6	4	0.5
COc1ccc(C)cc1N1C(=N)/C(=C2/Nc3ccccc3S2)C(c2ccccc2)C1=O (stereo not given)	0.0	95	31	1.6	-7	4	-1	1.5	-1	-12	-1.5
COc1ccc(CC(=O)Nc2ccc(S(=O)(=O)N(C)C3CCN(C)CC3)cc2)cc1	0.8	85	-24	0.9	4	3	-1	-0.9	-5	.	-2.6
Cc1nnc(NC(=O)CSc2nc(CC(C)C)nc3c2c(=O)n(C)c(=O)n3C)s1	-1.4	108	0	0.7	13	10	-4	-2.5	-8	5	-0.6
CCCSc1nc(NCc2ccco2)c2c3c(sc2n1)COC(C)(CC)C3 (stereo not given)	-2.3	101	-6	1.6	-25	0	0	5.0	-9	-13	-1.9
COCCN1Cc2cccc(C(=O)NCCc3ccccc3)c2C1=O	-0.2	89	2	-2.2	14	-10	3	-2.4	-4	-7	1.5

Given with two lines to a compound: entries from further up
Values run as follows: AddAB inh | Pemphigus Ab inh | PfHsp90 yeast 2 | phage Ecoli inh | OPRM1-OPRD1 inv | HTR5A inv ag | HTR5A ag ctr | MOR-DOR ag | PKA-R1A act | SUMO Mot1 rescue | E coli growth
CCOc1ccccc1CNn1cnnc1
    1.0 | 110 | 18 | 0.8 | 22 | -1 | 6 | -4.5 | -1 | 0 | -0.2
CN(C)C=NC(=O)c1cc(C(=O)c2ccc(F)cc2)c[nH]1
    0.0 | 111 | -12 | 3.5 | -15 | -8 | 0 | 2.8 | 1 | . | -2.4

Screens as filed in PubChem.
